From PubChem
Vif-APOBEC3G blk – Vif-A3G binding inhibition; Q9HC16; HeLa A3G-eYFP + Vif (tagged APOBEC3G with the HIV-1 protein that degrades it), YFP fluorescence, overnight; Potency, µM (titrated, usually from 46.1 µM), without a hit: top-dose activity, negative = active, most hits filed as inhibitors; 0.076% of 410,000 active; AID 602310;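 further: potency means the concentration at half of the fitted maximal effect; on the % scale 0 is the no-effect control and ±100 the full control effect; nearly all actives have a fitted effect of over 60% in size; hits raise eYFP signal because A3G escapes Vif-driven loss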
Target sequence (Q9HC16 whole entry, looked up): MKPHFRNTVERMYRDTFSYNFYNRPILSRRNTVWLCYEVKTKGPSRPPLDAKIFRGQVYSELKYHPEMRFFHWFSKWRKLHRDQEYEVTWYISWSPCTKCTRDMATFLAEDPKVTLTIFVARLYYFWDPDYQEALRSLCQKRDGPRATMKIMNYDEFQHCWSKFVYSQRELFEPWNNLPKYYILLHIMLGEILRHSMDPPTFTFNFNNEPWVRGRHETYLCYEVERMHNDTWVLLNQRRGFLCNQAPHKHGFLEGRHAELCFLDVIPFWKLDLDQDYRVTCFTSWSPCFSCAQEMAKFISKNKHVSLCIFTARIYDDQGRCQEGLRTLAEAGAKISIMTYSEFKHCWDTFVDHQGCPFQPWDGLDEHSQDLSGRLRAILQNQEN
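HeLa cells stably expressing Vif and C-terminally eYFP-tagged A3G, seeded overnight at 37 deg C, then exposed to compound by pintool overnight at 37 deg C. Rise in yellow fluorescence (Ex 488/Em 500-530, Acumen) marks blocked Vif-driven A3G degradation.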
Glioma ERSR ind – ER stress response induction in glioma; U87-MG GRP78 promoter luciferase reporter, 16 h; Potency, µM, without a hit: at the highest dose activation, most hits filed as activators; 0.02% of 420,000 active; AID 602332; further: potency means the concentration at half of the fitted maximal effect; series mostly up to about 76 µM; % of control where 0% means no effect; nearly all actives have a fitted effect of over 35% in size
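Stably transfected U87-MG human glioma cells carrying a GRP78-based luminescent sensor were seeded at 1000 cells/well, pin-dosed with compounds and incubated 16 h. Luciferase reagent was then added, and end-point luminescence was read after 10 min at room temperature.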
mIDH1 inhibitor – blocks human mutant IDH1 R132H enzyme; O75874; IDH1-R132H enzyme, NADPH consumption, diaphorase/resazurin fluorescence; Potency, µM (doses to about 76.6 µM), without a hit: at the top dose activity change, negative = inhibition, actives largely listed as inhibitors; 0.093% of 390,000 active; AID 602179; further: potency means the concentration at half of the fitted maximal effect; on the % scale 0 is the no-effect control and ±100 the full control effect; nearly all actives have a fitted effect of over 65% in size
Target sequence (O75874 whole entry R132H, stated change not applied): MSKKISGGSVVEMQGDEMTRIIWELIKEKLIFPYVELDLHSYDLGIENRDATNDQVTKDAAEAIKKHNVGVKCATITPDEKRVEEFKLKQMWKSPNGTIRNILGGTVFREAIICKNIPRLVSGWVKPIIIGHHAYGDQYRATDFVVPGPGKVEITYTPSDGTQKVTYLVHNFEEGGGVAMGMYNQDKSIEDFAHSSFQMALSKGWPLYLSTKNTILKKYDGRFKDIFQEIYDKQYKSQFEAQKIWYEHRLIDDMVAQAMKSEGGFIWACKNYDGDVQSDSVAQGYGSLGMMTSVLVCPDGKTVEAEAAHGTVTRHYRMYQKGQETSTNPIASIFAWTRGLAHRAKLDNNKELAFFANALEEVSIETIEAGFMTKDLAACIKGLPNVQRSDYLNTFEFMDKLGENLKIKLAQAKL
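IDH1-R132H (0.5 ug/mL dispensed) in pH 7.5 Tris buffer was preincubated 30 min with compound, then given a substrate mix of 0.016 mM NADPH and 2 mM alpha-KG for 80 min at room temperature; remaining NADPH was read by diaphorase/resazurin fluorescence.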
RGS4 inh – blocks human RGS4-accelerated GTP hydrolysis | Transcreener GDP fluorescence polarization, RGS4-accelerated GTP hydrolysis | Potency, µM (series often up to 114 µM), for the others: top-dose activity change, negative = inhibition, hits mostly inhibitors | 0.039% of 390,000 active; further: potency means the concentration at half of the fitted maximal effect; on the % scale 0 is the no-effect control and ±100 the full control effect; nearly all actives have a fitted effect of over 75% in size; some results filed as inactive show a strong effect at the top dose
Target sequence (P49798 whole entry, looked up): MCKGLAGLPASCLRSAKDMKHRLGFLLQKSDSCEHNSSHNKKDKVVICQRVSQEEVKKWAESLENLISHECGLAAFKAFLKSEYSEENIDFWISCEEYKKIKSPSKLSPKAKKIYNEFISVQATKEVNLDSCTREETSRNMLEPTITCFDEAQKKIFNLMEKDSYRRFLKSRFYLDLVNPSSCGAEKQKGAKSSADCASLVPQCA
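MLSMR compounds (23 nl, pin-transferred) preincubated 10 min at room temperature with a 500nM (2x) first reagent, then RGS4 at 900nM (2x) plus Transcreener GDP mix added; fluorescence polarization (620/688 nm) read before and after 90 min at 30 °C.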
USP1-UAF1 inh – inhibitors of human USP1/UAF1 deubiquitinase; 0.23% of 390,000 active; Potency, µM (series often up to 57.1 µM), inactives show at the highest dose activity change, negative = inhibition, most hits filed as inhibitors; recombinant USP1/UAF1, Ub-Rhodamine cleavage fluorescence; further: potency means the concentration at half of the fitted maximal effect; on the % scale 0 is the no-effect control and ±100 the full control effect; nearly all actives have a fitted effect of over 60% in size; inactives centre near -12
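1 nM enzyme complex + cpd, 15 min RT; start with Ub-Rho 150nM final; kinetic fluorescence ex 480/em 540, 6 reads q60 s. Buffer 50mM HEPES pH 7.8, 0.5mM EDTA, 0.1 mg/ml BSA, 1mM TCEP, 0.01% Tween-20.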
TrxR1 substrate – rat thioredoxin reductase 1 substrate activity; purified TrxR1 substrate turnover, NADPH consumption readout; Potency, µM (titrated, usually from 114 µM), without a hit: at the top dose activity change, negative = substrate turnover; 0.01% of 390,000 active; further: potency means the concentration at half of the fitted maximal effect; on the % scale 0 is the no-effect control and ±100 the full control effect; nearly all actives have a fitted effect of over 50% in size
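Rat TrxR1, dispensed at 90 nM, was prereduced with 400 uM NADPH (final) for 5 min at ~22 deg C, then incubated with compound 15 min before 400 uM selenite. A first-read NADPH fluorescence drop versus no-compound background flagged substrates.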
TrxR1 inh – rat TrxR1 inhibition; recombinant rTrxR1, NADPH fluorescence consumption, selenite substrate; 1% of 390,000 active; Potency, µM (top dose mostly 114 µM), without a hit: top-dose activity change, negative = inhibition, hits mostly inhibitors; AID 588453; O89049; further: potency means the concentration at half of the fitted maximal effect; on the % scale 0 is the no-effect control and ±100 the full control effect; nearly all actives have a fitted effect of over 65% in size
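Rat TrxR1 (90 nM in the dispensed reagent) was pre-reduced with 400 uM NADPH for 5 min at room temperature, then incubated with compound for 15 min. After 400 uM selenite was added, NADPH fluorescence (Ex 340/Em 450 nm) was followed for 8 min.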
Vif-A3F inh – inhibitors of Vif-A3F interaction; HeLa A3F-eYFP + Vif (tagged APOBEC3F with the HIV-1 protein that degrades it), YFP fluorescence increase; Potency, µM (top dose mostly 46.1 µM), for the others: top-dose activity, negative = active; 0.2% of 390,000 active; further: potency means the concentration at half of the fitted maximal effect; % of control where 0% means no effect; nearly all actives have a fitted effect of over 65% in size
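HeLa cells stably expressing Vif plus C-terminally eYFP-tagged A3F were seeded, incubated overnight at 37 deg C, dosed with compound, incubated overnight again at 37 deg C. Yellow fluorescence (Ex 488/Em 500-530) reported blocked Vif-mediated A3F-eYFP degradation.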
LDHA block – LDHA (human) enzyme inhibition | P00338 | purified LDHA, NADH/diaphorase-resazurin fluorescence; active compounds read low | activity change, % (values are at about 110 or 230 µM) | 0.15% of 480,000 active | AID 1347041; in the data active means activity change below about -30%; inconclusive means mostly about -25% to -30%;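 further: plate controls were DMSO wells for no effect and wells without enzyme for full effect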
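Human LDH5 (2 nM) was incubated with 0.06 mM NADH and 0.2 mM pyruvate for 5 min at room temperature in Tris pH 7.4. Remaining NADH was coupled through diaphorase/resazurin, and resorufin fluorescence was read at 0 and 20 min.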
Active calls of the source: *; u = inconclusive; x = not tested or not shown; & = joins results of further samples; [ ] = remark or other dose. Unless noted, the call rests on the fitted dose curve; in most records, active means well fitted curve in the direction sought with a large enough effect; inconclusive means small, poorly fitted or top-dose-only effect, or another doubt; inactive means no such curve, though single readings can be large; an effect the other way counts as inactive or inconclusive. Only part of the results is shown; the hit share may differ from the screen's.

Compound	USP1-UAF1 inh	Glioma ERSR ind	Vif-APOBEC3G blk	mIDH1 inhibitor	Vif-A3F inh	TrxR1 substrate	LDHA block	RGS4 inh	TrxR1 inh
COc1ccccc1NC(=O)c1cc(S(=O)(=O)NC2CCCC2)ccc1F	-9%	-4%	-4%	0%	-16%	0%[57.1 µM]	-8	18%[56.9 µM]	11%[57.1 µM]
CCOC(=O)N1CCN(C(=O)C2CCCN(S(=O)(=O)c3ccc(OCC)cc3)C2)CC1 (stereo unspecified)	-10%	-2%	0%	0%	0%	-5%	-11	-16%	-2%
O=C(NCCc1ccccn1)c1nc(Cn2ccc([N+](=O)[O-])n2)no1	-15%	1%	0%	-3%	-1%	10%[57.1 µM]	-8	-2%	19%[57.1 µM]
Cn1ncc(C(=O)N=S(C)(=O)c2ccccc2)c1[N+](=O)[O-] (stereo unspecified)	-11%	-4%	0%	2%	12%	12%[57.1 µM]	4	1%	12%[57.1 µM]
NC(=O)NCCCC(NC(=O)c1ccc(C#CC2(O)CCCCC2)cc1)C(=O)O (stereo unspecified)	2%	-1%	-1%	4%	5%	-2%[57.1 µM]	-2	-1%	21%[57.1 µM]
COc1ccc(NC(=O)Cn2nnc(C(=O)NCc3ccccc3)c2N)cc1Cl	-20%	-1%	0%	2%	-10%	12%[57.1 µM]	-5	0%	24%[57.1 µM]
COc1cc2c(cc1OC)-c1nncn1C(C)(C)C2	-6%	-6%	1%	2%	1%	11%	0	9%	14%
COc1ccccc1-n1c(SCC(=O)NCc2ccc3c(c2)OCO3)nc2cc([N+](=O)[O-])ccc21	-15%	-4%	-9%	-4%	-1%	6%[57.1 µM]	15	u	-3%[57.1 µM]
Cn1cc(/C=N\NC(=O)c2cccs2)c2ccccc21	-14%	8%	-6%	2%	2%	17%	-9	7%	15%[57.1 µM]
Nc1cc(N)nc(SCC(=O)NCC(=O)Nc2ccc(F)c(F)c2F)n1	-17%	-2%	5%	6%	3%	1%[57.1 µM]	-2	10%	4%[57.1 µM]
Cc1ccc(CNC(=O)C2(C(F)(F)F)C/C(=C\CCO)CCCO2)o1 (stereo unspecified)	x	-5%	2%	x	x	2%	x	-39%	u
Fc1ccc(-c2nc(-c3c[nH]c4ccccc34)cs2)cc1	x	1%	-2%	x	x	2%[0.0914 µM]	-2	x	23%
Cn1cc(CNC(=O)/C=C/c2ccc(Cl)cc2)cn1	-16%	-2%	-1%	11%	-11%	-5%	-2	-42%	0%
COc1ccc(-c2nc(CSc3nnc(C)n4c3cc3sccc34)c(C)o2)cc1	-1%	-3%	4%	-15%	-6%	-10%	-6	25%	-2%
CC(=O)Nc1ccc(C(=O)CSc2nnc(-c3ccccc3)n2-c2ccccc2)cc1	-20%	-3%	4%	-8%	2%	13%[11.4 µM]	-2	u	2%
O=C(NC1CCCC1)C(c1ccc(Cl)cc1)N(Cc1ccc(F)cc1)C(=O)CCl (stereo unspecified)	-17%	-4%	0%	2%	-7%	4%	7	13%	13µM*
Cc1ccc(-n2nc3c(c2NC(=O)C(C)(C)C)CSC3)c(C)c1	-5%	0%	0%	2%	0%	4%[57.1 µM]	1	11%	16%[57.1 µM]
NC(=O)NC(=O)COC(=O)c1cccc(NS(=O)(=O)/C=C/c2ccccc2)c1	-16%	-5%	0%	0%	2%	-12%	-4	-26%	-15%
COc1ccc(CCNC(=O)c2c(O)c3cccc4c3n(c2=O)CC4)cc1OC	-3%	-5%	-1%	-6%	3%	5%	-12	11%	12%
CCOc1ccccc1NC1c2ccccc2C(=O)N1Cc1ccco1 (stereo unspecified)	-26%	-2%	-6%	10%	3%	0%[57.1 µM]	2	-22%	-20%[57.1 µM]
Cc1ccc(C)c(NC(=O)C(=O)NCCc2csc(-c3ccc(C(F)(F)F)cc3)n2)c1	u	-3%	-1%	-3%	5%	4%[57.1 µM]	-14	10%	28%[57.1 µM]
CCOc1ccc(CNC(=O)Cn2ccc3cc(S(=O)(=O)N4CCCC4)ccc32)cc1	-20%	2%	0%	1%	-1%	3%[57.1 µM]	-4	-31%[56.9 µM]	22%[57.1 µM]
C=C(C)CSc1nnc([C@@H](NC(=O)OC(C)(C)C)C(C)CC)o1 (stereo partly specified)	-30%	-1%	-3%	12%	-18%	5%	13	-10%	10%
Cc1c(NC(=O)C2CCCN(S(=O)(=O)c3cnc[nH]3)C2)c(=O)n(-c2ccccc2)n1C (stereo unspecified)	-21%	-2%	4%	0%	-6%	1%	-7	-10%	17%
CCOc1cc(CNC2CCCC2)cc(Cl)c1OCc1ccc(F)cc1	-14%	-6%	-27%	6%	-21%	9%	-8	-17%	18%
O=C(O)C(Cc1ccc(Cl)cc1)NS(=O)(=O)c1ccc(Cl)cc1 (stereo unspecified)	-16%	-7%	-2%	10%	2%	-4%	-7	3%	-9%
CC1CCC(NC(=O)Nc2cccs2)CC1 (stereo unspecified)	-3%	3%	-5%	3%	-14%	3%	-2	-12%	1%
COc1ccc(C2C=C(C34CC5CC(CC(C5)C3)C4)NC(=S)N2)cc1 (stereo unspecified)	-17%	3%	6%	-5%	2%	0%	4	-19%[11.4 µM]	19%
Cc1ccccc1Cn1nc(C)c(NC(=O)c2noc3c2CC(C(C)(C)C)CC3)c1C (stereo unspecified)	-19%	-5%	1%	11%	1%	-4%	-4	-6%	13%
Cc1ccc(C(=O)c2ccccc2C(=O)Nc2ccccc2)cc1	-24%	-2%	-11%	-11%	4%	3%	0	-9%	17%

A stretch of the results above, as a working copy:
Compound	USP1-UAF1 inh	Glioma ERSR ind	Vif-APOBEC3G blk	mIDH1 inhibitor	Vif-A3F inh	TrxR1 substrate	LDHA block	RGS4 inh	TrxR1 inh
O=C(O)C(Cc1ccc(Cl)cc1)NS(=O)(=O)c1ccc(Cl)cc1 (stereo unspecified)	-16%	-7%	-2%	10%	2%	-4%	-7	3%	-9%
CC1CCC(NC(=O)Nc2cccs2)CC1 (stereo unspecified)	-3%	3%	-5%	3%	-14%	3%	-2	-12%	1%

The main list resumes, starting four compounds before the break.
Compound	USP1-UAF1 inh	Glioma ERSR ind	Vif-APOBEC3G blk	mIDH1 inhibitor	Vif-A3F inh	TrxR1 substrate	LDHA block	RGS4 inh	TrxR1 inh
CC1CCC(NC(=O)Nc2cccs2)CC1 (stereo unspecified)	-3%	3%	-5%	3%	-14%	3%	-2	-12%	1%
COc1ccc(C2C=C(C34CC5CC(CC(C5)C3)C4)NC(=S)N2)cc1 (stereo unspecified)	-17%	3%	6%	-5%	2%	0%	4	-19%[11.4 µM]	19%
Cc1ccccc1Cn1nc(C)c(NC(=O)c2noc3c2CC(C(C)(C)C)CC3)c1C (stereo unspecified)	-19%	-5%	1%	11%	1%	-4%	-4	-6%	13%
Cc1ccc(C(=O)c2ccccc2C(=O)Nc2ccccc2)cc1	-24%	-2%	-11%	-11%	4%	3%	0	-9%	17%
COc1ccc(-c2ccc3c(c2)O/C(=C\c2ccsc2)C3=O)cn1	u	-1%	1%	-14%	-3%	-9%	-2	-42%	-3%
Cc1ccc(SCC(=O)N2N=CCC2c2ccccc2)cc1 (stereo unspecified)	-17%	6%	1%	11%	21%	4%[57.1 µM]	-5	19%	2%[57.1 µM]
Cc1cc(NC(=O)CSc2nc(-c3cccnc3)ccc2C#N)no1	-12%	1%	-22%	-1%	-18%	9%	-4	15%[11.4 µM]	18%
C=C1CCN(C(Cc2ccccc2)C(=O)NCc2ccc(Cl)cc2)S(=O)(=O)c2ccccc21 (stereo unspecified)	x	-4%&-3%	-2%&2%	x	x	0%&4%	x	11%&5%	12%[57.1 µM]
CCCc1nnc(NC(=O)Nc2ccc(OC)cc2)s1	-26%	2%	1%	6%	-9%	1%	0	8%	9%
CCn1cc(C(=O)O)c(=O)c2cc(F)c(N3CCN(C(=S)NC(=O)c4cc(OC)cc(OC)c4)CC3)cc21	3%	-3%	2%	6%	-1%	-6%	3	31%	10%
COc1ccccc1N1CCN(/N=C/c2ccccc2C(=O)O)CC1	-20%	2%	2%	-4%	-5%	3%	0	-2%	24%
NC(=O)CSc1nnc(Cn2c(=O)sc3ccccc32)n1-c1ccccc1	12%	-4%	-6%	-18%	2%	5%[57.1 µM]	-10	8%	8%[57.1 µM]
CCCCCCn1nc(C(=O)N(CC(C)C)c2c(N)n(CCCC)c(=O)[nH]c2=O)c2ccccc2c1=O	-17%	-2%	0%	0%	8%	-2%	-5	-12%	-2%
